TNAP inh no acc – human TNAP enzyme inhibitors, primary screen, biochemical, luminescent, no phosphate acceptor, uHTS; Alkaline phosphatase, tissue-nonspecific isozyme (Homo sapiens), P05186; purified TNAP, CDP-star luminescence, 30 min; inhibition, % at 20 µM; 200,000 tested, 0.26% active; AID 1012, 2008;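 active means tissue-nonspecific alkaline phosphatase inhibition above about 50% at 20 µM in the single-dose screen, limit read from the data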;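 further: 0% = DMSO negative control and 100% = EDTA positive control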
Target sequence (P05186 whole entry, looked up): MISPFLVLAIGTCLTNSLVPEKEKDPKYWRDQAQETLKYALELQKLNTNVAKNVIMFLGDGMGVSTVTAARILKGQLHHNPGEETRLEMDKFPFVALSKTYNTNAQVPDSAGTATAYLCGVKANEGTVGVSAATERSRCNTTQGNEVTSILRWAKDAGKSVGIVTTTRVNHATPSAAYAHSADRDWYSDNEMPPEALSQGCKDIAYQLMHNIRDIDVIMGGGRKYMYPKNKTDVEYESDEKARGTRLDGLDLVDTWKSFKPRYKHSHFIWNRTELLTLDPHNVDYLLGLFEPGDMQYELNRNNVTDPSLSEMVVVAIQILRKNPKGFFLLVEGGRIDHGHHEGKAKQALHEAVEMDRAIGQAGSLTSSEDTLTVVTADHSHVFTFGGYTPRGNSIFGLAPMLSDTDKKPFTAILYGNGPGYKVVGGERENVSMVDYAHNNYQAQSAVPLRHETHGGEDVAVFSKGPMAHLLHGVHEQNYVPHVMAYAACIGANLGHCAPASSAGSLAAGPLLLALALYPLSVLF
Diaph act CS – compounds boosting diaphorase resazurin reduction – biochemical, uHTS, resorufin fluorescence, counter-screen for diaphorase-coupled primary assays, primary screen. Diaphorase/resazurin coupled assay, 16 min; stronger effect = higher value; 1 = vehicle wells, 0 = NADH-free wells. activation factor at 20 µM. 190,000 tested, 0.005% active. AID 1229, 2008;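 active means diaphorase activity raised at least twofold by the compound at 20 µM; inactive means activation factor below 2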
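Assay system: Purified diaphorase enzyme from Clostridium kluyveri | Amount: Enzyme 0.07 U/mL final | Dosing: Compound 20 µM once, DMSO 1% | Timing: 16 min reaction at room temperature | Detection: Fluorescence, excitation 544 nm and emission 590 nm | Evaluation: Higher resorufin formation from activation or reduction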
TNAP inh hiacc – human TNAP enzyme inhibitors, primary screen, biochemical, luminescent, high phosphate acceptor level, uHTS; Alkaline phosphatase, tissue-nonspecific isozyme (Homo sapiens), P05186; purified TNAP, CDP-star luminescence, 1 M DEA; inhibition, % at 20 µM; 200,000 tested, 0.03% active;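 active means over 50% inhibition of tissue-nonspecific alkaline phosphatase at 20 µM in the single-dose screen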;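 further: plate controls were DMSO wells for no effect and EDTA-quenched wells as full inhibition for full effect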
Lmaj promast – Leishmania major promastigote growth inhibition, primary screen; Leishmania major promastigotes, resazurin fluorescence viability; inhibition, % at 10 µM; 200,000 tested, 9% active; in the data active means inhibition above about 50%;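 further: promastigotes grown with compound for 44 hours at 28 °C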
PMI act – activators of human PMI, primary screen, biochemical, fluorescence intensity, near-Km mannose 6-phosphate; Mannose-6-phosphate isomerase (Homo sapiens), P34949; purified human PMI, coupled resazurin fluorescence, 20 min; stronger effect = higher value; 1 = vehicle control, 0 substrate-free wells; activation factor at 20 µM; 190,000 tested, 0.005% active; AID 1214, 2008;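 active means activation factor of 2 or more at 20 µM, relative to plate controls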
Target sequence (P34949 whole entry, looked up): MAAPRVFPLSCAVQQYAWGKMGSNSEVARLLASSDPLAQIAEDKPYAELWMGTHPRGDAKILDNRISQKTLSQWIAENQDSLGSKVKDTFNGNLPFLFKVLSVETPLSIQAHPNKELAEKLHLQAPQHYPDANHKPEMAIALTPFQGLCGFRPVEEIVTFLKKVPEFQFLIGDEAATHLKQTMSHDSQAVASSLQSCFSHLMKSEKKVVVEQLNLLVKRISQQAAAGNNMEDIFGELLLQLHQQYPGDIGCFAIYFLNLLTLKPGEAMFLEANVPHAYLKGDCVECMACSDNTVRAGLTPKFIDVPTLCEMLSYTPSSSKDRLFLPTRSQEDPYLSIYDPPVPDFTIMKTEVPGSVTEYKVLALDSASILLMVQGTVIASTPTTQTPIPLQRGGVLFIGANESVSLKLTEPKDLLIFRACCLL
PMI act hi M6P – human PMI activators, high substrate, primary screen, biochemical, fluorescence intensity, near-saturating mannose 6-phosphate | coupled PMI enzyme assay, resazurin fluorescence, 20 min; stronger effect = higher value; 1 = untreated enzyme, 0 = substrate-free blank | activation factor at 20 µM | AID 1216, 2008 | 190,000 tested, 0.34% active | Mannose-6-phosphate isomerase (Homo sapiens), P34949;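 active means activation factor of 2 or more at 20 µM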
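Material: human phosphomannose isomerase with PGI, G6PDH, diaphorase coupling enzymes; amount: PMI at 15 ng/mL final; also added: Mannose-6-phosphate 1.0 mM (near-saturating) plus 0.22 mM NADP+; incubation: enzyme reaction with compound 20 min at room temperature; signal: resorufin fluorescence (Ex 544/Em 590 nm) from resazurin via diaphorase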
bIAP act – bovine intestinal alkaline phosphatase activators, primary screen, biochemical, bovine IAP, CDP-star luminescence; alkaline phosphatase, intestinal [Bos taurus]; purified bovine IAP, 30 min; stronger effect = higher value; fold of DMSO-control signal, blank-subtracted; activation factor at 20 µM; 200,000 tested, 0.17% active;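 active means activation factor of 2 or more at 20 µM, a signal rise over negative controls twice the positive control's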
Diaph inh CS – diaphorase inhibitors and chemical oxidizers, primary screen, counter-screen for diaphorase-coupled primary assays, biochemical, uHTS, resorufin fluorescence; inhibition, % at 20 µM; diaphorase resazurin-to-resorufin fluorescence, NADH, 16 min; bacterial (C. kluyveri) enzyme, not human; 190,000 tested, 0.69% active;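 active means primary screen inhibition at 20 µM above a set limit, cut at about 50% in these data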;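 further: plate controls were DMSO with full reaction for no effect and wells lacking NADH for full effect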
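Test system: Clostridium kluyveri diaphorase enzyme / Quantity: diaphorase at 0.14 U/mL in enzyme working solution / Incubation: 16-min room-temperature incubation before reading / Benchmarks: NADH-free wells as positive control, DMSO-only neutral wells / Signal: resorufin fluorescence 544/590 nm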
bIAP inh – bovine intestinal alkaline phosphatase inhibitors, primary screen, selectivity assay for TNAP inhibitor project, biochemical, bovine IAP, CDP-star luminescence; alkaline phosphatase, intestinal [Bos taurus]; purified bovine IAP, 30 min; inhibition, % at 20 µM; 190,000 tested, under 10 active;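 active means over 50% inhibition of intestinal alkaline phosphatase at 20 µM in the single-dose screen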
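Incubation: 30 min reaction at room temperature / Material: purified bovine intestinal alkaline phosphatase (IAP) enzyme / Input: enzyme at 1/65,000,000 dilution / Dosing: 20 µM single dose / Signal: CDP-star luminescence signal / Reagent: CDP-star chemiluminescent phosphatase substrate, 30 µM final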
TNAP act hi DEA – TNAP activators at high phosphate acceptor level, primary screen, biochemical, luminescence, uHTS. Alkaline phosphatase, tissue-nonspecific isozyme (Homo sapiens), P05186. purified TNAP, CDP-star luminescence, 1 M DEA, 30 min; stronger effect = higher value; 0 = EDTA background, 1 = DMSO-only activity. activation factor at 20 µM. 200,000 tested, under 10 active. AID 1136, 2008;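 active means activation factor at least 2 at 20 µM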
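Test system – human TNAP · Doses – 20 µM single point · Incubation – 30 min, room temperature · Signal – luminescent substrate turnover signal · Read-out basis – activation factor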
Numbers without * were called inactive.

(1) CCOc1cc2[nH]c(=O)n(CCC(=O)NCc3ccc(OC)cc3)c(=O)c2cc1OCC
(2) Cc1ccc(Sc2ccc(C(=O)NC(C)C)cc2[N+](=O)[O-])cc1
(3) CCOC(=O)c1cnn(-c2ccccc2)c1-n1cccc1C(=O)C(=O)N(CC)CC
(4) C=CCOC(=O)C1=C(C)N=C2SCCC(=O)N2C1/C=C/c1ccccc1OC (centres undefined)
(5) COC(=O)c1ccc2nc(NC(=O)COC(=O)CSc3nc(C)cc(C)n3)sc2c1
screen / no.,1,2,3,4,5
TNAP inh no acc,-8,-10,2,-9,-6
Diaph act CS,0.8,1,1.3,0.9,0.8
TNAP inh hiacc,-2,-6,-6,-6,-4
Lmaj promast,-3,-6,8,7,41
PMI act,0.9,1.1,1.1,1,1.1
PMI act hi M6P,0.9,1.1,1.1,1,1
bIAP act,1.1,0.9,1,1.1,1.1
Diaph inh CS,22,0,-26,15,19
bIAP inh,-15,10,-3,-8,-13
TNAP act hi DEA,1,1.1,1.1,1.1,1

(6) CC(C)Cc1ccc(/C(=N/O)C(=O)O)s1
(7) Cc1ccc(NCC(=O)NNC2=NCCC2)c(C)c1
(8) C=CCNC(=O)COc1cc(C)ccc1C
(9) C/C(=N/N=C1/NC(=O)CC(C(=O)O)S1)c1ccccc1 (centres undefined)
(10) COc1cc(C2C(=O)N(C3CCCC3)CC(=O)N2Cc2ccco2)ccc1OC(C)C (centres undefined)
screen / no.,6,7,8,9,10
TNAP inh no acc,17,-3,-8,-11,-8
Diaph act CS,1.1,0.9,0.9,1,0.9
TNAP inh hiacc,-6,-1,-7,2,-6
Lmaj promast,-5,-3,48,-5,-5
PMI act,1.1,0.9,1,0.9,0.9
PMI act hi M6P,1.1,0.9,1,1,0.9
bIAP act,1,1,1,0.9,0.9
Diaph inh CS,-11,10,10,5,13
bIAP inh,0,1,2,6,5
TNAP act hi DEA,1.1,1,1.1,1,1.1

(11) O=C(NNC(=S)NC1CCCCC1)c1cccs1
(12) COc1ccc(CSc2nc3ccccc3c(=O)n2CCCN2CCOCC2)cc1F
(13) COc1ccc(-c2n[nH]c(C)c2-c2cnn(-c3ccccc3)c2)c(O)c1
(14) Cc1ccc(SCC(=O)O/N=C(\N)c2ccc([N+](=O)[O-])cc2)cc1
(15) COc1cccc(CC2(CO)CCCN(Cc3cn[nH]c3C3CCCCC3)C2)c1 (centres undefined)
screen / no.,11,12,13,14,15
TNAP inh no acc,-155,-8,-28,-8,-6
Diaph act CS,0.9,0.9,0.8,0.8,0.9
TNAP inh hiacc,-9,1,-2,-1,-6
Lmaj promast,14,98*,-12,-3,8
PMI act,1,0.8,0.8,1,0.9
PMI act hi M6P,1,0.9,0.9,1,0.9
bIAP act,0.9,1.1,1,1,1.1
Diaph inh CS,12,12,19,16,10
bIAP inh,7,-13,2,4,-5
TNAP act hi DEA,1.1,1,1,1,1.1

(16) Cc1cc(NC(=O)c2ccc([N+](=O)[O-])cc2Cl)ccc1NC(=O)c1ccco1
(17) COc1ccc(-c2noc(CCC(=O)NCCCN3CCN(c4ccccc4F)CC3)n2)cc1
(18) FC(F)(F)c1cccc(Sc2nc(-c3ccccc3)nnc2C(F)(F)F)c1
(19) COCCCNC(=O)Nc1ccc(F)cc1F
(20) COc1ccc(CN2C(=O)c3ccccc3C(/C=N/OCc3ccc(Cl)cc3)C2=O)cc1 (centres undefined)
screen / no.,16,17,18,19,20
TNAP inh no acc,-7,-4,-2,-13,-8
Diaph act CS,0.9,0.9,1,1,0.8
TNAP inh hiacc,0,4,-2,-3,-1
Lmaj promast,-8,4,46,3,39
PMI act,0.9,1,1,1,1
PMI act hi M6P,1,1,1,1,1
bIAP act,1.1,1,0.7,1.1,0.9
Diaph inh CS,6,7,4,-2,19
bIAP inh,-5,0,28,-8,6
TNAP act hi DEA,1,1,1,1,1

(21) CCOc1ccccc1NC(=O)CC1SC(=N)N(c2ccccc2)C1=O (centres undefined)
(22) CS(=O)(=O)N1CCC(C(=O)Nc2cc(Cl)cc(Cl)c2)CC1
(23) CC1N/C(=C\C(=O)c2ccccc2)N(O)C1(C)C (centres undefined)
(24) O=C(COC(=O)CNC(=O)c1ccco1)NCCN1C(=O)CSC1=O
(25) Cc1ccccc1NC(=S)N(CCCN1CCCCC1)Cc1ccco1
screen / no.,21,22,23,24,25
TNAP inh no acc,3,-12,-12,2,-17
Diaph act CS,0.9,0.8,0.9,1,0.9
TNAP inh hiacc,-4,-4,-4,-10,-6
Lmaj promast,18,-2,-3,-5,-2
PMI act,1,1.1,0.9,1,1
PMI act hi M6P,0.9,1,1,1.1,1
bIAP act,1.2,0.9,0.9,1,0.8
Diaph inh CS,6,17,11,4,7
bIAP inh,-21,12,9,5,17
TNAP act hi DEA,1,1,1,1.1,1.1

(26) CC1CCN(S(=O)(=O)c2ccc(N=NC3=C(O)CC(C)(C)CC3=O)cc2)CC1
(27) Cc1ccc(C)c(OCCCCn2ccnc2)c1
(28) COc1cccc(OCC(=O)Nc2cc(Cl)ccc2Oc2ccccc2)c1
(29) CC(=O)N(C(C)=O)c1c(N2CCCC2)c2ccccc2oc1=O
(30) CC1=C(C(=O)OC(C)C)C(c2ccc(Br)s2)NC(=O)N1 (centres undefined)
screen / no.,26,27,28,29,30
TNAP inh no acc,9,-6,-12,-6,-7
Diaph act CS,1,1,1,0.8,0.9
TNAP inh hiacc,19,-5,-2,-4,-3
Lmaj promast,-2,99*,95*,-3,6
PMI act,1,1,0.9,0.9,1
PMI act hi M6P,1.1,1.1,1,0.9,1
bIAP act,1,0.8,1,0.9,0.9
Diaph inh CS,-1,2,3,18,11
bIAP inh,0,15,2,9,6
TNAP act hi DEA,0.8,1,1,1,1

(31) O=[N+]([O-])c1cccc(/C(=N/N=C/c2ccccc2Br)C23CN4CN(CN(C4)C2)C3)c1
(32) CC(C)CSc1ncc(-c2cccc(C(F)(F)F)c2)cn1
(33) Cc1csc(NC(=O)c2cnccn2)n1
(34) COc1ccc(NC(=O)c2cc(Br)ccc2Cl)c(OC)c1
(35) CCCC(=O)Nc1cccc(NC(=O)c2ccc3c(c2)OCO3)c1
screen / no.,31,32,33,34,35
TNAP inh no acc,-6,1,-3,-7,-9
Diaph act CS,0.9,0.8,1.1,1.1,0.8
TNAP inh hiacc,0,3,4,1,0
Lmaj promast,38,-6,-7,-9,-1
PMI act,0.9,0.8,1.1,1.1,0.9
PMI act hi M6P,1,0.9,1.2,1.1,1
bIAP act,1,0.9,1,0.9,0.8
Diaph inh CS,11,16,-12,-6,15
bIAP inh,4,11,-2,5,16
TNAP act hi DEA,1,1,1,1,1

(36) NC(=O)C[C@@H]1NC(=O)CNC(=O)c2cc([N+](=O)[O-])cc(I)c2NCCC(C(N)=O)NC1=O (some centres undefined)
(37) COc1ccc(CN(C)C(=O)CCl)cc1
(38) COc1ccc(NC(=O)CC2C(=O)N(c3ccc(Cl)cc3)C(=S)N2CCc2ccccn2)cc1 (centres undefined)
(39) CCN(Cc1ccccc1)C(=O)/C=C/c1ccccc1[N+](=O)[O-]
(40) Fc1ccc(COc2ccc(Br)cc2CNCC2CCCO2)cc1 (centres undefined)
screen / no.,36,37,38,39,40
TNAP inh no acc,-4,-5,-14,-9,-9
Diaph act CS,1.1,1,0.8,0.9,1.1
TNAP inh hiacc,0,-5,-1,1,1
Lmaj promast,16,32,18,27,82*
PMI act,1.2,1.2,0.8,1,1.2
PMI act hi M6P,1.2,1.1,0.8,0.8,1.1
bIAP act,1,1,0.8,0.9,1.1
Diaph inh CS,-10,-1,20,6,-5
bIAP inh,5,1,21,7,-7
TNAP act hi DEA,1,1.1,1,1,1

Sorted by value in bIAP act (rising): some entries from above.
| No. | canonical_smiles | TNAP inh no acc | TNAP inh hiacc | PMI act | PMI act hi M6P | bIAP act | bIAP inh | TNAP act hi DEA |
| --- | --- | --- | --- | --- | --- | --- | --- | --- |
| 20 | COc1ccc(CN2C(=O)c3ccccc3C(/C=N/OCc3ccc(Cl)cc3)C2=O)cc1 (centres undefined) | -8 | -1 | 1 | 1 | 0.9 | 6 | 1 |
| 37 | COc1ccc(CN(C)C(=O)CCl)cc1 | -5 | -5 | 1.2 | 1.1 | 1 | 1 | 1.1 |
| 1 | CCOc1cc2[nH]c(=O)n(CCC(=O)NCc3ccc(OC)cc3)c(=O)c2cc1OCC | -8 | -2 | 0.9 | 0.9 | 1.1 | -15 | 1 |

Further results follow:
(41) O=C(CCn1c(=O)c2sccc2n(Cc2cc(=O)n3ccccc3n2)c1=O)NCc1ccco1
(42) CCOc1ccc(CNC(=O)C2CCN(S(=O)(=O)N3CCCC3)CC2)cc1OC
(43) Cc1cc(Cl)ccc1NC(=O)CSc1nnc(Cc2cccs2)n1Cc1ccco1
(44) Cc1ccc(/C=N/NC(=O)Cc2cccn2C)s1
screen / no.,41,42,43,44
TNAP inh no acc,-9,-4,-9,-10
Diaph act CS,0.8,1,0.9,1
TNAP inh hiacc,-2,-6,-3,-6
Lmaj promast,-1,1,86*,-2
PMI act,0.9,1.1,1,1.2
PMI act hi M6P,0.9,1.1,1,1.1
bIAP act,1,1,1,0.8
Diaph inh CS,22,4,15,-2
bIAP inh,-1,-2,3,16
TNAP act hi DEA,1,1.1,1,1.1

Assay outcomes from PubChem BioAssay.
